Diaph inh CS – counter-screen for diaphorase-based assays: diaphorase inhibitors and chemical oxidizers; inhibition, % at 20 µM; 190,000 compounds, 0.69% hits; diaphorase resazurin-to-resorufin fluorescence, NADH, 16 min; bacterial (C. kluyveri) enzyme, not human;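 active = primary screen inhibition at 20 µM above a set limit, cut at about 50% in these data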;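 also: plate controls were DMSO with full reaction for no effect and wells lacking NADH for full effect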
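Assay system: diaphorase enzyme from Clostridium kluyveri. Quantity: enzyme working solution with 0.14 U/mL diaphorase. Schedule: reaction incubation of 16 min at room temperature. Technique: resorufin fluorescence, excitation 544 nm, emission 590 nm. Controls: No-NADH positive control and DMSO neutral control.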
ROMK mod – modulators of human ROMK potassium channel. P48048. Tet-inducible ROMK, thallium flux fluorescence; actives lie on both sides. B-score at 10 µM. 130,000 compounds, 2% hits. AID 1918;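 active = signal ratio slope over the read window, or its plate-corrected B-score, at least 3 SD from the plate mean, either direction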;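 also: B-score of the F/F0 ratio slope over 7 to 12 s after thallium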
Target sequence (P48048 whole entry, looked up): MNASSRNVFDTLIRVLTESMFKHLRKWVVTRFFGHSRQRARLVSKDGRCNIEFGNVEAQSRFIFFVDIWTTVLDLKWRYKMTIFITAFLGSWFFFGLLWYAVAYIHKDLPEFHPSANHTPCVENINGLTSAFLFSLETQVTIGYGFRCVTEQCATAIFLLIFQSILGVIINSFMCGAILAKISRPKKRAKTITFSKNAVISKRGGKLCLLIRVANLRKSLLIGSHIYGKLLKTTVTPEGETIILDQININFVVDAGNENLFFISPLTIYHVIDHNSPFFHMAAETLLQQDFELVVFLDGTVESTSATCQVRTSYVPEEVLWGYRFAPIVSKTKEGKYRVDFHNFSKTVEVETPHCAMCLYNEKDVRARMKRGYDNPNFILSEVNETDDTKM
PPARg SRC-1 ag – agonists of human PPARgamma SRC-1 coactivator recruitment; PPARgamma-SRC-1 coactivator recruitment biochemical assay; 200,000 compounds, 0.41% hits; activation, % at 8 µM; AID 631; in the data active = activation above about 19%;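 also: 0% = DMSO and 100% = reference agonist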
Target sequence (P37231 whole entry, looked up): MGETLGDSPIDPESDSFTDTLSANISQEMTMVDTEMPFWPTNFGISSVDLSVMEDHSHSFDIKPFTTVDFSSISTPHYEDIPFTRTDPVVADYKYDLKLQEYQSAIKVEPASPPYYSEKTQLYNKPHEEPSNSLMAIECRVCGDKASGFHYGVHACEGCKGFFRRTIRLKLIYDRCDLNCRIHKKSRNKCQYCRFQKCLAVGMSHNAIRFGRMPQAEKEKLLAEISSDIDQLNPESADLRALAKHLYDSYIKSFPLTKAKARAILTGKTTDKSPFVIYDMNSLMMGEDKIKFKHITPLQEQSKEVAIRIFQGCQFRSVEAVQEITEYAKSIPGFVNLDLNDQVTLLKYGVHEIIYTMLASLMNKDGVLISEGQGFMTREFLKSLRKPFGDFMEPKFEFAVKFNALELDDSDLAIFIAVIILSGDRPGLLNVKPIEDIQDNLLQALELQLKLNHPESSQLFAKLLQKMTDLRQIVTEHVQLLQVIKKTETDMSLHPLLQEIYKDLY
Diaph act CS – diaphorase activation or chemical reduction counter-screen. AID 1229. 190,000 compounds, 0.005% hits. Diaphorase/resazurin coupled assay, resorufin fluorescence, 16 min; stronger effect = higher value; 1 = vehicle wells, 0 = NADH-free wells. activation factor at 20 µM;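 active = diaphorase activity raised at least twofold by the compound at 20 µM; inactive = activation factor below 2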
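System – purified diaphorase enzyme from Clostridium kluyveri · Input – enzyme 0.07 U/mL final · Also added – final NADH 0.114 mM, resazurin 0.1 mM · Measured by – fluorescence of resorufin, 544 nm excitation, 590 nm emission · Timing – 16 min enzyme reaction, ambient temperature · Measure – resorufin increase flagging diaphorase activators or reducers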
S1P3 antag – S1P3 (human) receptor antagonism | Q99500 | CHO S1P3 NFAT-BLA reporter, FRET fluorescence, antagonist mode | inhibition, % at 4.98 µM | 170,000 compounds, 0.27% hits | AID 485;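 active = inhibition above the plate cutoff, the mean inhibition of test wells on that plate plus 3 SD, cut at about 28% in these data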;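 also: cells challenged with S1P at its EC80 of 0.8 µM; blue over green emission ratio from cleaved BLA substrate after 4 h stimulation; 0% = S1P-stimulated wells and 100% = unstimulated DMSO-only wells; some compounds past the cut are filed as inactive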
G6PDH CS – counter-screen for G6PDH assay hits: L. mesenteroides G6PDH inhibition | Purified L. mesenteroides G6PDH, diaphorase/resazurin coupled fluorescence, 45 min | inhibition, % at 5 µM | 200,000 compounds, 0.12% hits | AID 1020; in the data active = inhibition above about 50%
PPARg SRC3 recr – PPARgamma-driven SRC-3 recruitment agonism | P37231 | biochemical PPARgamma/SRC-3 coactivator recruitment assay | activation, % at 8 µM | 200,000 compounds, 0.26% hits; in the data active = activation above about 23%;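 also: 0% = DMSO and 100% = reference agonist; some compounds past the cut are filed as inactive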
PPARg SRC-2 ag – agonists of SRC-2 recruitment by human PPARgamma; 200,000 compounds, 0.34% hits; PPARgamma LBD-SRC-2 recruitment, biochemical; activation, % at 8 µM; P37231; AID 1032; in the data active = activation above about 22%;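 also: 0% = vehicle and 100% = reference agonist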
PMI act hi M6P – PMI (human) activation, high substrate; P34949; coupled PMI enzyme assay, resazurin fluorescence, 20 min; stronger effect = higher value; 1 = untreated enzyme, 0 = substrate-free blank; activation factor at 20 µM; 190,000 compounds, 0.34% hits; AID 1216;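 active = activation factor of 2 or more at 20 µM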
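test system = human PMI in coupled enzyme assay | medium = HEPES-buffered pH 7.4 with magnesium and detergent | also added = 1.0 mM mannose-6-phosphate substrate with 0.22 mM NADP+ | compound = 20 µM single dose | times = 20 min incubation at room temperature | measured by = resorufin fluorescence (Ex 544/Em 590 nm) from resazurin via diaphorase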
SRC2 TRFRET art – counter-screen for PPARgamma SRC-2 recruitment agonists: TR-FRET artefact. stronger effect = higher value. 200,000 compounds, 0.4% hits. AID 1049. TR-FRET ratio at 8 µM; in the data active = TR-FRET ratio above about 2000; also: inactives centre near 1500
PMI activator – activators of human phosphomannose isomerase. P34949. 190,000 compounds, 0.005% hits. purified human PMI, coupled resazurin fluorescence, 20 min; stronger effect = higher value; 1 = vehicle control, 0 substrate-free wells. AID 1214. activation factor at 20 µM;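 active = activation factor of 2 or more at 20 µM, relative to plate controls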
An asterisk follows results filed as active; / = no result given.

SMILES	PPARg SRC-1 ag	G6PDH CS	ROMK mod	Diaph act CS	PMI act hi M6P	PPARg SRC3 recr	S1P3 antag	Diaph inh CS	PMI activator	PPARg SRC-2 ag	SRC2 TRFRET art
CCc1ccc(CC2(O)CC(C)N(C)CC2C)cc1 (stereo not given)	-3	-5	-0.017	0.9	1	-2	0	9	1	-4	1454
CC(C)N1CCC(=NNC(=O)c2ccccc2[N+](=O)[O-])CC1	2	1	0.29	0.9	1	-1	-4	8	1	8	1577
CC(C)(C)c1ccc(-c2nc3c(C#N)c(-c4ccc5c(c4)OCO5)ccn3n2)cc1	16	-33	/	0.9	0.9	8	/	11	0.8	2	1661
CCN(CC)S(=O)(=O)c1cccc(NC(=S)NC(=O)/C=C/c2ccc(S(=O)(=O)N3CCOCC3)cc2)c1	-3	4	0.62	0.8	1.1	1	11	16	1.1	-2	1437
CCOC(=O)N1CCC(NC(=O)C(Cc2ccccc2)NC(=O)c2ccco2)CC1 (stereo not given)	-3	-9	0.53	1	1.1	13	-37	0	1.1	-2	1600
CC(C)(C)C(=O)Nc1cc(S(=O)(=O)Nc2ccc(Cl)cc2)ccc1Cl	4	10	-1.4	0.9	1	4	-8	13	0.9	0	1735
O=C(O)CCn1c(-c2ccccc2)cc2c1CCCC2=O	-3	12	/	0.9	0.8	1	-20	9	1.1	-2	1496
O=S(=O)(NCC(c1cccnc1)N1CCOCC1)c1cccs1 (stereo not given)	0	4	/	1	1.1	8	/	2	1.1	6	1729
O=C(NCc1ccco1)c1cc(-c2cccs2)nc2ccccc12	5	4	-0.32	1.1	1.3	-1	13	-8	1	-1	1673
CCC(=O)Nc1cc(C(C)(C)C)ccc1C(C)=O	2	1	-0.85	0.9	1	5	-13	6	0.9	-2	1560
CCCNCc1cc(Cl)c(OCC)c(Cl)c1	-6	1	-1	0.9	1.1	-2	/	6	1.1	-9	1416
CCn1c(C)nc2cc(C(=O)N/N=C/c3cccc(O)c3O)ccc21	10	49	0.94	0.3	0.3	1	-3	72*	0.3	11	1594
CCCCN(CC)C(=O)CSc1nc2n[nH]c(C)c2c(=N)n1-c1cccc(C)c1	6	11	-1.6	0.3	0.9	3	-20	66*	0.8	5	1684
O=C(CSc1nnc(-c2c[nH]c3ccccc23)n1CC1CCCO1)Nc1ccc2c(c1)OCCO2 (stereo not given)	6	7	-0.5	0.9	1.1	0	/	9	1	13	1463
CCOC(=O)N1CCN(C(=O)CS(=O)Cc2nc(-c3cccc(C)c3)oc2C)CC1 (stereo not given)	4	6	/	0.9	1	3	-18	11	1	-2	1563
Cc1ccsc1C(=O)N1CCN(S(=O)(=O)c2cccs2)CC1	2	12	-0.6	0.9	1.1	-1	-19	8	1	-5	1391
C/C(=N\Nc1ccccn1)c1cccs1	12	-3	1.5	1	0.9	-2	-11	0	1.1	7	1702
O=C(O)C1CCN(Cc2cccnc2)CC1	-1	11	0.46	0.9	1.2	0	0	6	1.2	6	1567
O=c1[nH]c2ccccc2n1CCCOc1ccccc1	7	2	-1.7	0.9	1	1	23	15	1	0	1573
Cc1cccc(C(=O)Oc2ccccc2/C=N/Nc2ccc([N+](=O)[O-])cc2)c1	-1	-20	/	0.9	1.1	2	8	5	1	0	1431
Cc1ccc(NC(=O)Cn2cnc3c(oc4nc5c(cc43)COC(C)(C)C5)c2=O)cc1	3	9	0.28	1	1	1	8	3	1	-4	1437
COc1cccc(CNCCOCCO)c1OC	5	5	-0.31	0.9	0.9	-11	9	13	1	7	1563
Cc1ccc(N2C(=S)SC3CS(=O)(=O)CC32)cc1 (stereo not given)	10	-2	0.52	0.9	1	-3	-14	6	1.1	-3	1587
Cc1nn(CC(=O)N2c3ccccc3NC(=O)C2(C)C)c(C)c1[N+](=O)[O-]	3	1	-0.091	0.9	1.1	-1	1	11	1.2	3	1664
Cc1ccc(NC(=O)N2CCC(=O)N2)cc1	8	-2	/	0.9	2*	-1	/	5	1.3	7	1778
CN1CCN(C(c2ccccn2)c2cc(Cl)c3cccnc3c2O)CC1 (stereo not given)	-1	37	-0.017	0.5	0.6	2	2	45	0.7	5	1498
Brc1ccc(C2=NC(Cc3ccccc3)CO2)cc1 (stereo not given)	2	10	-0.59	1	1	3	4	4	1	4	1374
CCN(CC)C(=O)C(=O)Nc1ccc(OCc2ccccc2)cc1	-3	-1	-1	1	1	-3	5	0	1	-6	1345
O=C(CSc1nc(-c2ccccc2)cs1)Nc1cccc([N+](=O)[O-])c1	8	-22	/	1	1	7	-24	4	0.9	7	1654
CCn1c(=N)c(C(=O)NCc2cccnc2)cc2c(=O)n3cccc(C)c3nc21	/	0	/	1	0.9	/	-18	-3	0.9	/	/

Profiles, quoted from the list. Order of screens: PPARg SRC-1 ag	G6PDH CS	ROMK mod	Diaph act CS	PMI act hi M6P	PPARg SRC3 recr	S1P3 antag	Diaph inh CS	PMI activator	PPARg SRC-2 ag	SRC2 TRFRET art
`CCOC(=O)N1CCN(C(=O)CS(=O)Cc2nc(-c3cccc(C)c3)oc2C)CC1` (stereo not given) across the screens: 4	6	/	0.9	1	3	-18	11	1	-2	1563
`O=C(NCc1ccco1)c1cc(-c2cccs2)nc2ccccc12` across the screens: 5	4	-0.32	1.1	1.3	-1	13	-8	1	-1	1673
`CCn1c(C)nc2cc(C(=O)N/N=C/c3cccc(O)c3O)ccc21` across the screens: 10	49	0.94	0.3	0.3	1	-3	72*	0.3	11	1594

(more compounds)
SMILES	PPARg SRC-1 ag	G6PDH CS	ROMK mod	Diaph act CS	PMI act hi M6P	PPARg SRC3 recr	S1P3 antag	Diaph inh CS	PMI activator	PPARg SRC-2 ag	SRC2 TRFRET art
CCOC(=O)C(NCc1ccco1)(NC(=O)c1ccc(OC)cc1)C(F)(F)F (stereo not given)	4	1	/	0.9	1	-3	/	12	1	5	1662
O=C(CSc1nnc(CCCN2C(=O)c3cccc4cccc(c34)C2=O)n1-c1ccccc1)NCCCO	1	-2	-0.23	0.6	0.9	-2	-4	44	0.8	-2	1639
Cn1c(Cc2ccccc2)nnc1SCCC(=O)Nc1ccccc1	8	15	/	0.9	1.1	5	-1	13	1	10	1543
OCCNCc1cccc2ccccc12	8	7	-0.26	1.1	1	4	-10	-14	1	6	1778
c1ccc(-n2c(-c3ccncc3)nnc2N2CCOCC2)cc1	-5	-4	/	0.8	0.9	-8	-5	25	0.9	1	1341
CC(NC(=O)CSc1nc(=O)cc(N)n1CCc1ccccc1)c1ccccc1 (stereo not given)	-3	5	/	0.9	1	10	/	10	1	13	1717
O=C(COc1ccccc1F)c1ccc(O)cc1O	5	12	/	0.9	1	5	26	15	1.1	14	1607
Cc1c(C)n(CCC#N)c2ccccc12	2	3	-1.3	0.9	1	1	3	12	1	6	1610
Cc1ccc2c(c1)Oc1ccccc1C=C2C(=O)O	-5	13	0.83	0.9	1	-3	-25	6	1	-11	1233
Cc1ccc(CNC(=O)COC(=O)c2cc3c(s2)CCC(C)C3)cc1 (stereo not given)	-4	-14	/	0.9	0.9	6	-7	9	0.9	-2	1570
CCOC(=O)c1nn(-c2ccc(F)cc2)c(C)c1C(C)=O	-8	18	-0.047	0.9	1	-7	/	7	1.1	-3	1591
Cc1cc(C)cc(N=c2c([N+](=O)[O-])nn(-c3ccc(Cl)cc3)n2O)c1	3	10	-1.2	0.8	1	-1	0	16	1.1	-1	1511
O=C(CCN1CCN(c2ccc(F)cc2)CC1)Nc1ccccc1F	-1	-5	/	0.8	1	6	-22	16	0.9	-9	1403
Cc1c(C(=O)O)cnc2c([N+](=O)[O-])cnn12	6	3	-0.33	0.9	1.1	2	-4	5	1.2	0	1661
Cc1ccc(-c2nc(SCC(=O)N(C)C3CCS(=O)(=O)C3)[nH]c2-c2ccc(C)cc2)cc1 (stereo not given)	0	10	-1.8	0.8	0.9	0	/	22	0.8	1	1392
O=C1CC(N2CCN(c3ccc(F)cc3)CC2)C(=O)N1Cc1ccc(N2CCCC2=O)cc1 (stereo not given)	2	-4	/	0.8	0.9	-5	12	17	0.9	8	1597
Nc1c(C(=O)OCC2CCCO2)c2nc3ccccc3nc2n1-c1ccc2c(c1)OCCO2 (stereo not given)	2	12	/	0.8	1	3	-3	15	0.9	-2	1549
COC(=O)[C@H]1CCCN1C(=O)Nc1cccc(Oc2c(F)c(F)c(F)c(F)c2F)c1	4	1	0.78	0.9	1	14	/	5	1	-5	1418
O=S(=O)(Nc1nc2ccccc2nc1NCc1ccco1)c1ccc(Cl)cc1	2	19	/	0.9	1.2	8	-20	10	1	4	1601
CCOC(=O)N1CCC2(O)CCCCC2C1c1ccc(F)cc1 (stereo not given)	-7	-3	/	1	1	-11	-10	2	1	-3	1549
Cc1nc(C(=O)N2CCc3c([nH]c4ccccc34)C2c2ccccn2)cs1 (stereo not given)	3	9	/	/	/	-3	15	/	/	-3	1656
COc1ccc(S(=O)(=O)n2[nH]c(=O)c(CCO)c2C)c([N+](=O)[O-])c1	-6	-2	-0.57	0.8	0.9	1	-5	19	1.1	-5	1589
Cc1cc(N2CCN(c3cccc(C(F)(F)F)c3)CC2)n2nc(C)nc2n1	-2	-1	0.38	0.9	1	4	-13	10	0.9	1	1714
COc1cc(OC)c(N(C)S(=O)(=O)c2cccc(C(=O)OCC(=O)NCc3ccco3)c2)cc1Cl	0	2	0.33	0.9	1	4	6	14	0.8	2	1586
Cc1ccc(NC(=O)C(OC(=O)c2ccc(O)cc2)c2ccccc2)cc1Cl (stereo not given)	3	-1	0.32	0.8	1	3	2	25	1	4	1475
Cc1ccc(NC(=O)OCc2cc(-c3ccccc3)on2)cc1	-3	15	0.88	1	1	-3	-5	2	1	-1	1422
CNc1nnc(-c2cc3ccccc3oc2=O)s1	4	3	0.25	0.7	0.9	-6	13	27	0.9	6	1408
COc1ccc(-c2nnc(CSc3nc4ccccc4c(=O)n3CC(C)C)o2)cc1OC	2	-3	-0.72	0.7	0.9	15	-6	29	0.8	-2	1475
O=C1CC(c2ccccc2)CC(O)=C1C=NCCN1CCOCC1 (stereo not given)	6	-16	0.84	0.9	1.1	-3	4	10	1	5	1389
O=C(O)CN1C(=O)SC(Nc2ccccc2)C1=O (stereo not given)	-1	2	/	1	1.1	11	/	1	1.1	5	1565

Screening results deposited in PubChem by several laboratories.
